Compound activity: PubChem, NCI
bub3: NCI yeast anticancer drug screen, S. cerevisiae bub3 mutant strain | % growth inhibition at 50 µM | 78,000 tested, 9.9% active;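 note: 0% = growth of vehicle-only cultures of the same strain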
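Part of a panel of yeast mutants defective in DNA damage repair or cell cycle regulation. Each strain is grown with compound, and inhibition is calculated relative to solvent-treated cultures.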
yeast cln2 rad14: NCI yeast anticancer drug screen, S. cerevisiae cln2 rad14 strain. growth inhibition, % at 50 µM. 78,000 tested, 8.3% active;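 note: 0% = growth of vehicle-only cultures of the same strain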
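Strain: cln2 rad14 yeast, altered in cell cycle control and DNA damage repair. Read-out: growth inhibition vs vehicle.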
mec2-1: NCI yeast anticancer drug screen, S. cerevisiae mec2-1 strain | growth inhibition, % at 50 µM | 79,000 tested, 9% active | AID 157, 2004;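 note: 0% = growth of vehicle-only cultures of the same strain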
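Strain: mec2-1 (DNA repair/cell cycle alteration). Compound exposure, then growth measured; inhibition expressed relative to vehicle.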
sgs1 mgt1: NCI yeast anticancer drug screen, S. cerevisiae sgs1 mgt1 strain. % growth inhibition at 50 µM. 78,000 tested, 10% active;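 note: 0% = growth of vehicle-only cultures of the same strain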
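Test agents were incubated with a DNA-repair-mutant yeast strain. Growth was then read and compared against vehicle-treated controls.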
mlh1 rad18: NCI yeast anticancer drug screen, S. cerevisiae mlh1 rad18 strain | % growth inhibition at 50 µM | 79,000 tested, 11% active | AID 175, 2004;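 note: 0% = growth of vehicle-only cultures of the same strain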
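Genetically defined yeast (DNA repair-deficient) exposed to compounds; growth inhibition determined relative to vehicle.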
rad50: NCI yeast anticancer drug screen, S. cerevisiae rad50 strain; AID 155, 2004; growth inhibition, % at 50 µM; 79,000 tested, 10% active;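 note: 0% = growth of vehicle-only cultures of the same strain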
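Vehicle-treated cultures provide the reference for the growth inhibition reported for compound-exposed, repair-deficient yeast.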
* marks the source's active call; other numbers are inactive results; x = no result given; & = joins results of further samples. Cut-off read from the data, not from the text of the source: active = growth inhibition above about 70%; inactive = the rest.

Values run as follows: bub3, yeast cln2 rad14, mec2-1, sgs1 mgt1, mlh1 rad18, rad50
1. Cc1nc2ccc(Cl)cc2c(Cl)c1CCCl
 : 32, -8, 6, -20, 14, 12
2. CNc1n[nH]c(-c2ccccc2)n1
 : 1, 12, -18, 12, 2, 5
3. O=[N+]([O-])c1ccc(-c2csc(NCC3CCCO3)n2)cc1 (stereo not given)
 : 22, 21, -11, 50, 18, 24
4. CCOC(=O)C1SC(=Nc2ccc(Cl)cc2)N=C1C (stereo not given)
 : 89*, 90*, 92*, 90*, 90*, 89*
5. COC[C@@H](N=CN1CCc2cc(OC)c(OC)cc2C1)C(C)(C)C
 : -11, 13, -18, -15, -17, -31
6. NC(C/C=C\I)C(=O)O (stereo not given)
 : -4, -30, -9, -11, -17, -6
7. CC(C)(NO)/C(=N\O)c1ccccc1
 : -1, 7, -15, 1, -19, 4
8. N#Cc1ccc(C2OCC3CC=CCC3CO2)cc1 (stereo not given)
 : 42, 26, 7, 41, -1, 63
9. COC12NC(=O)NC(=O)C1(c1ccccc1)CC(C)O2 (stereo not given)
 : -24, -8, -2, 7, -7, -3
10. O=S1(=O)CC2C1C1(Cl)OC2(Cl)c2ccccc21 (stereo not given)
 : 21, -2, -9, 31, 28, 75*
11. CCCCCCCCCCCCC
 : -50, 4, -46, -18, -21, -36
12. O=C1OC([C@H](O)c2cccnc2)c2ccccc21 (stereo not given in full)
 : -26, -23, -25, -39, -22, -17
13. COc1ccc(OCc2nc3cc(C(F)(F)F)ccc3nc2-c2ccccc2)cc1
 : 26, 5, 3, 11, -70, -3
14. C=CCOC(=O)Nc1ccccc1
 : -5, 15, 8, 22, 24, 44
15. COc1cc(/C=N/NC(N)=S)cc(OC)c1
 : -18, -36, -11, -15, -12, -4
16. CCCCC(NC(=O)C1CCCN1C(=O)OCc1ccccc1)C(=O)OCc1ccccc1 (stereo not given)
 : -5, -11, 12, 11, 16, 12
17. C=C1C(=O)C23[C@H](O)C1CC[C@H]2[C@]12COC3(O)[C@@H](O)[C@@H]1C(C)(C)CC[C@@H]2O
 : 0, -1, -21, 20, -46, 4
18. CC1(C)OC(=C(C#N)C#N)C(C#N)=C1/C=C/c1ccncc1
 : 32, 18, 29, 20, -2, 26
19. Cc1cc(C(C)(C)C)cc(C)c1[N+](=O)[O-]
 : -7, 8, -8, -18, 7, 19
20. O=C1CN(N2C(=O)CSC2C23CC4CC(CC(C4)C2)C3)C(=O)CN1c1ccccc1 (stereo not given)
 : -3, 25, 2, 13, 13, 7
21. CC(=O)O/N=C(C)/C(C)=N/Nc1ccccc1
 : -11, -33, 1, -2, 23, 8
22. CC(=O)n1nc2c(c1CC(C)C)C(=O)C(Nc1ccccc1)=CC2=O
 : 23, 28, 68, 80*, 78*, 77*
23. Cc1ccccc1NC(=O)Oc1ccc2c(C)cc(=O)oc2c1
 : 14, -17, 12, 14, 25, -3
24. CC1Cc2c([nH]c(=O)n(C)c2=O)O1 (stereo not given)
 : -21, -2, 8, 8, 2, 1
25. Oc1ccc(-c2ccccc2)cc1Br
 : 100*, 99*, 100*, 100*, 100*, 99*
26. CCC1(C#N)N=C(c2ccccc2)c2ccccc2N1C(=O)Oc1ccccc1 (stereo not given)
 : 11, -16, 3, -10, 20, 4
27. NC(N)=NS(=O)(=O)c1ccc(Nc2c3ccccc3nc3c(C(=O)NCCO)cccc23)cc1
 : -1, -5, -22, 20, 46, 69
28. O=C(O)C1Cc2c([nH]c3ccccc23)C(c2ccccc2)N1 (stereo not given)
 : -17, -57, 11, 11, 14, 1
29. CC(CCC(=O)O)[C@H]1CCC2[C@@H]3C(=O)C[C@@H]4CC(O)CC[C@]4(C)C3CC[C@@]21C (stereo not given in full)
 : 20, 36, 18, 42, 23, 39
30. COc1cccc(C(=O)c2ccncc2)c1OC
 : 1, 4, -5, -6, -5, -10
31. O=C1Nc2ccc3[nH]ncc3c2C1=O
 : -10, -12, -1, -2, 8, 12
32. Cc1sc2c(c1C)/C(=N\O)c1cccn1-2
 : 14, 26, -3, 34, -12, 0
33. CN(C)C(=O)Nc1cccc(OC(=O)NC2CC2)c1
 : 20, -8, 17, 27, -4, 4
34. CC(=O)OCn1c2ccccc2c2ccccc21
 : 10, 1, 12, 4, 18, 14
35. Cc1ccc(-c2c3c(cc4cc(C)ccc24)C(=O)OC3=O)cc1
 : 16, 15, 7, 18, 33, 15
36. Clc1nnc(-c2ccccc2)s1
 : 8, 8, 3, 20, 10, 2
37. CCC(Cc1ccco1)C(=O)NC(N)=O (stereo not given)
 : 1, -9, 4, -10, 11, -10
38. Cn1cnc2c(Oc3ccc(Cl)cc3)ncnc21
 : -23, 9, -14, 5, 6, -7
39. CC(C)C(NC(=O)C(=O)c1c[nH]c2ccc(Cl)cc12)C(=O)O (stereo not given)
 : -10, -10, -10, -6, -2, -29
40. Cc1ccc(S(=O)(=O)CC2CCc3ccccc3C2=O)cc1 (stereo not given)
 : 37, 11, 26, 18, 24, 20

Continued.
No.	SMILES	bub3	yeast cln2 rad14	mec2-1	sgs1 mgt1	mlh1 rad18	rad50
41	CNC(=O)CC1NC(=O)c2csc(n2)-c2ccc(-c3nc(C4=NC(C(=O)N5CCCC5C(N)=O)CO4)cs3)nc2-c2csc(n2)-c2csc(n2)C(C(C)C)NC(=O)CNC(=O)c2csc(n2)C(C(C)C)NC(=O)c2nc1sc2C (stereo not given)	3	24	-20	2	-26	-6
42	C[C@H]1C(=O)c2c(cc(O)c(C3OC(CO)C(O)C(O)C3O)c2O)OC1c1ccc(O)c(O)c1 (stereo not given in full)	0	8	-19	-17	13	3
43	CC1(C(Cl)(Cl)Cl)C=CC(=O)C=C1	-5	9	4	14	-1	7
44	N#CCCN(C1=NN(C(=O)CC(=O)Nc2ccccc2Cl)C(c2ccccc2)C1)c1ccc(Cl)cc1 (stereo not given)	16	26	19	-10	4	28
45	O=c1[nH]c2ccccc2cc1CBr	1	-27	7	6	14	10
46	Cc1ccc(OCC(=O)O)c(Cl)c1	17	-22	-2	1	2	-2
47	CCCCCCCC/C=C\CCCCCCCC(N)=O	-21	-53	-35	-12	-50	-21
48	Clc1ccc2sc3c(c2c1)CCNC3	-26	-31	0	-7	14	3
49	COc1ccc(NC(=O)CC/C(CC(=O)c2ccco2)=N/NC(=O)C(N)=O)cc1	-14	-7	-10	-16	-18	-4
50	C1Cc2c3c4c(c5c2C(C1)CCC5)CCCC4CCC3	-1	34	10	0	-2	-12
51	CCOc1ccc(NCC2CC/C(=C\C=C\c3ccccc3)C2=O)cc1 (stereo not given)	-32	9	-36	16	15	-16
52	COc1cccc(OC)c1OC(=O)/C=C\C(=O)Oc1c(OC)cccc1OC	-2	-4	-9	19	21	30
53	ON(Cc1ccccc1)C(=S)c1ccccc1	89*	89*	93*	91*	91*	91*
54	COc1c(Cl)cc(Cl)cc1C(c1cc(Cl)cc(Cl)c1OC)C(Cl)(Cl)Cl	-4	-5	-6	5	7	-3
55	CN(N=O)C(=O)Nc1c[nH]c(=O)[nH]c1=O	-6	0	5	6	-11	1
56	COc1ccccc1Nc1nc(NNC(=O)Cc2ccccc2)nc(NNC(=O)c2ccncc2)n1	23	18	36	25	26	27
57	CC(=O)CCC(Br)(CCC(Br)(CCC(C)=O)[N+](=O)[O-])[N+](=O)[O-] (stereo not given)	79*	92*	90*	82*	98*	95*
58	Cc1ccc(NC(=O)CC2C(=O)Nc3ccccc3S2=O)c(C)c1 (stereo not given)	16	20	-25	4	-6	-8
59	CC(=O)Nc1cc2c(cc1[N+](=O)[O-])-c1ccc([N+](=O)[O-])cc1C2	-18	8	-19	19	-9	16
60	O=C1CCCc2ccc([N+](=O)[O-])c(O)c21	10	4	10	-3	9	11
61	O=[N+]([O-])c1ccc(Sc2nc3ccccc3[nH]2)c(Cl)c1	29	4	-4	26	13	-3
62	N#Cc1ccccc1NC(=O)/C(=N\NC(=O)c1ccncc1)C(c1cnc2ccc([N+](=O)[O-])cc2n1)[N+](=O)[O-] (stereo not given)	-51	-26	-16	-6	-9	2
63	Nc1ncc2ccccc2c1-c1ccc(NC(=O)CCCl)cc1	22	-5	15	32	45	70*
64	CCCC(O)(CCC)/C(C)=N/NC(N)=O	2	-14	-2	3	-15	0
65	NNC(=S)NCCN1CCOCC1	-4	-18	-16	-15	-8	-15
66	COC(=O)C1CCC(=O)N1CN(C(C)=O)c1ccccc1Cl (stereo not given)	-43	33	-9	-26	-74	-6
67	Cc1cc2c3c(nc4ccccc42)C(=O)c2ccccc2-c3n1	41	32	45	42	43	55
68	CCCCC1C(=O)NN(c2ccccc2)C1=O (stereo not given)	0	15	-11	10	14	38
69	CCCCCCCCCCCC1N=C(N)N=C(N)N1c1cccc(Br)c1 (stereo not given)	97*	96*	98*	99*	98*	98*
70	Cc1ccc(S(=O)(=O)NC(C(=O)O)C(C)C)cc1 (stereo not given)	-16&35	-20&-1	-13&4	-51&-9	-19&0	-39&12
71	CCN(c1ccccc1)[C@H]1C(=O)N(c2ccc([N+](=O)[O-])cc2)[C@H]1c1ccc(OC)cc1	9	21	16	2	10	-4
72	OCC1OC(n2cnc3c([Se]Cc4ccccn4)ncnc32)C(O)C1O (stereo not given)	-3	-4	-1	32	8	40
73	CC(C)(C)C(=O)CC(=O)C(F)(F)C(F)(F)C(F)(F)F.CC(C)(C)C(=O)CC(=O)C(F)(F)C(F)(F)C(F)(F)F.CC(C)(C)C(=O)CC(=O)C(F)(F)C(F)(F)C(F)(F)F.[Er]	91*	89*	91*	91*	66	92*
74	C=CCN1/C(=C2\SC(=S)N(c3ccc(C)cc3)C2=O)Sc2c1nc[nH]c2=O	-8	-21	-17	2	-28	6
75	NC(=S)NN=C1CCCCC1	10	-85	-12	9	0	-22
76	O=C(OCC(OC(=O)c1ccccc1)C(OC(=O)c1ccccc1)C(OC(=O)c1ccccc1)c1cnn(-c2ccccc2)n1)c1ccccc1 (stereo not given)	42&-1	47&-13	38&4	58&-6	35&13	30&1
77	O=C1/C(=C\c2ccc([N+](=O)[O-])cc2)CS(=O)(=O)C/C1=C/c1ccc([N+](=O)[O-])cc1	88*	87*	x	87*	x	x

Of the compounds above, nine have an NH in an aromatic ring:
No.	SMILES	bub3	yeast cln2 rad14	mec2-1	sgs1 mgt1	mlh1 rad18	rad50
2	CNc1n[nH]c(-c2ccccc2)n1	1	12	-18	12	2	5
24	CC1Cc2c([nH]c(=O)n(C)c2=O)O1 (stereo not given)	-21	-2	8	8	2	1
28	O=C(O)C1Cc2c([nH]c3ccccc23)C(c2ccccc2)N1 (stereo not given)	-17	-57	11	11	14	1
31	O=C1Nc2ccc3[nH]ncc3c2C1=O	-10	-12	-1	-2	8	12
39	CC(C)C(NC(=O)C(=O)c1c[nH]c2ccc(Cl)cc12)C(=O)O (stereo not given)	-10	-10	-10	-6	-2	-29
45	O=c1[nH]c2ccccc2cc1CBr	1	-27	7	6	14	10
55	CN(N=O)C(=O)Nc1c[nH]c(=O)[nH]c1=O	-6	0	5	6	-11	1
61	O=[N+]([O-])c1ccc(Sc2nc3ccccc3[nH]2)c(Cl)c1	29	4	-4	26	13	-3
74	C=CCN1/C(=C2\SC(=S)N(c3ccc(C)cc3)C2=O)Sc2c1nc[nH]c2=O	-8	-21	-17	2	-28	6

Reformatted field by field: 2 of the compounds above
(69) CCCCCCCCCCCC1N=C(N)N=C(N)N1c1cccc(Br)c1 (stereo not given)
  bub3: 97*; yeast cln2 rad14: 96*; mec2-1: 98*; sgs1 mgt1: 99*; mlh1 rad18: 98*; rad50: 98*

(70) Cc1ccc(S(=O)(=O)NC(C(=O)O)C(C)C)cc1 (stereo not given)
  bub3: -16&35; yeast cln2 rad14: -20&-1; mec2-1: -13&4; sgs1 mgt1: -51&-9; mlh1 rad18: -19&0; rad50: -39&12
